Bioassay records deposited in PubChem by Small Molecule Screening Facility, UW Madison.
SSB-PriA inh – K. pneumoniae PriA-SSBct interaction inhibition. AlphaScreen SSBct-PriA binding, biotinylated peptide. inhibition, % at 33 µM. 430,000 compounds, 0.6% hits; in the data active = inhibition mostly above about 37%, no sharp cut-off; inactive = mostly below about 20%;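 also: plate controls were negative control peptide for no effect and reference peptide for full effect; strong numbers were not always called active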
An asterisk follows results filed as active; & = joins results of further samples. This is a subset. The share of hits here may be higher or lower than overall.

structure	SSB-PriA inh
CC1CCCN(S(=O)(=O)c2ccc(C(=O)Nc3ccccc3-c3nc4ccccc4o3)cc2)C1 (stereo not given)	-9
COc1nn(C)cc1C(=O)N1CCN(c2ccc(-c3noc(C)n3)cn2)CC1	-17
CCOc1ccc(CCNc2nc3c(S(=O)(=O)c4ccc(Br)cc4)nnn3c3ccccc23)cc1OCC	-6
COc1ccc(NC(=O)Cn2nc(C3CC3)c3cnn(-c4cccc(Cl)c4)c3c2=O)cc1	-15
COc1ccc(OC)c(CNC(=O)Cc2nnc(-c3ccsc3)o2)c1	6
O=C(NC1CCC(Oc2cnccn2)CC1)c1ccoc1 (stereo not given)	0
CC(C)Cc1nnc(NC(=O)C(Cl)Cl)s1	-9
CS(=O)(=O)Nc1cccc(NC(=O)c2cnn3c2OCCC3)c1	2
Cc1ccc(NC(=O)NCCCn2ncccc2=O)c(C)c1	-10&0
O=C(c1ccc[nH]c1=O)N1CCC(n2c(=O)[nH]c3ccccc3c2=O)CC1	-14
COc1ccc(Cl)cc1-n1c(N)c(C(=O)N2CCCC2)sc1=S	3
COc1cccc(C=NNC(=O)c2nc(-c3ccccc3)cc(-c3ccccc3)n2)c1	-3
CCOC(=O)N1CCN(C(=O)Cn2nc(-c3ccc(Cl)cc3)c3sc(C)nc3c2=O)CC1	11
COc1ccc(C)cc1Nc1nc(C(=O)Nc2cccnc2)cs1	3
Cc1ccc(S(=O)(=O)NCCN2CCN(c3ccccn3)CC2)cc1C	3&-14
COC(=O)N1CCc2ccc(NC(=O)c3ccccc3OC)cc2C1	-5
O=S(=O)(N=Cc1c(O)ccc2ccccc12)c1ccc(Cl)cc1	10
COc1ccc(CCC(=O)Nc2ccc(Cn3cnc(C(=O)Nc4ccc(OC)c(Cl)c4)c3)cc2)cc1	-5
C[C@@H]1C2CC(CC2=NNC(=O)c2ccncc2)C1(C)C (stereo not given in full)	-17
O=C(Nc1cccc2nsnc12)c1cc(Cl)ccc1NS(=O)(=O)c1cccc2nsnc12	-5
CC(C)Cn1c(C=O)nc2ccccc21	-17
COCCc1noc(C2CCN(S(=O)(=O)c3cccs3)CC2)n1	-16
O=C(COc1cccc2c1CCN(Cc1ccc(Cl)cc1)C2=O)N1CCC(Cc2ccccc2)CC1	-1
Cc1cc(OCCn2cc(C(N)=NO)c3ccccc32)ccc1Cl	21
CCCCSC(N)=NN=Cc1cc(C)ccc1O	-1
Cn1cc(C(=O)N2CCN(CCn3ccnc3-c3ccccc3)CC2)nn1	-3
C[C@H](O)CNC(=O)C(=O)NCc1ccccc1	-4
C=CCn1c(O)c(C(C)=O)c(=O)[nH]c1=O	-8
COc1ccc2oc(-c3csc(NC(=O)c4c(F)cccc4F)n3)cc2c1	-6
O=C(NCc1cncc(-c2ccsc2)c1)c1ccc2noc(-c3ccccc3)c2c1	4
COC(=O)c1c(NC(=O)c2cc(C)no2)sc2c1CCN(C(C)=O)C2	-2
CC(N)C1CC2CCC1C2 (stereo not given)	-7
O=C(NCCc1nc2c(c(C(F)(F)F)n1)COCC2)c1cnn(-c2ccccc2)n1	15
CSCC(C)(O)CNC(=O)NCc1ccc(F)cc1 (stereo not given)	-2
CN(C)C(CNC(=O)C(=O)Nc1ccc2c(c1)N(S(C)(=O)=O)CCC2)c1cn(C)c2ccccc12 (stereo not given)	4
O=C(Nc1cnn(C2CCOC2)c1)c1ccc(S(=O)(=O)N2CCCC2)cc1 (stereo not given)	1
O=C(NCCC(O)c1cccs1)c1ccc2nsnc2c1 (stereo not given)	-7
COc1cccc(C=NNC(=O)C(=O)N2CCCC2)c1OC	-1
O=C1CCC(=O)N1CC(=O)N(C[C@H]1CCCO1)c1nc2c(C(F)(F)F)cccc2s1	-3
Cc1cc(C)c2nc(N(CCn3cccn3)C(=O)c3cccc(F)c3)sc2c1	-13
COc1cc(C(=O)N(C)[C@@]2(C)CCS(=O)(=O)C2)cc(OC)c1OC	-8
CCOC(=O)Cn1c(=NC(=O)c2ccno2)sc2cc(F)cc(F)c21	-6
CC1CCN(C(=O)Cc2csc3nc(-c4ccc(F)cc4)cn23)CC1	-4
O=C(Cc1noc2ccccc12)N1CCN(c2ccc(-n3cncn3)nn2)CC1	-11
O=C(NCC1(O)CCOc2ccccc21)c1cnccn1 (stereo not given)	-5
O=C(Cn1c(=O)c(-c2ccccc2)nc2ccccc21)Nc1cc(F)ccc1F	-13
O=C(Cc1csc(Nc2ccc(F)cc2)n1)N1CCc2ccccc21	-11
Cc1ccc(-n2c(O)c(C=C3C=Nc4ccccc43)c(=O)[nH]c2=O)cc1Cl	3
COC(=O)c1sc2ccccc2c1S(=O)(=O)Nc1cccc(C(F)(F)F)c1	8
Cn1cc([N+](=O)[O-])c(C(=O)NN=Cc2c[nH]c3ccccc23)n1	-9
COc1nn(C)cc1C(=O)Nc1cccc(-c2cnc3n2CCC3)c1	3
NCCn1ncc2c(N3CCN(c4ncccn4)CC3)ncnc21	8
Cc1nc(NS(=O)(=O)c2ccccc2)sc1C(=O)NCc1ccc2c(c1)OCO2	-17
COC(CNC(=O)c1ccoc1)c1ccccc1C (stereo not given)	8
Cc1cc(NC(=O)CSc2ncnc3c2nnn3-c2cccc(Cl)c2)no1	10
Cc1[nH]c2ccccc2c1SC(=N)N	20
COc1cc(C=Nn2c(-c3ccccc3)n[nH]c2=S)ccc1O	-8
Cc1ccc(NC(=O)Cn2nc(C3CC3)c3cnn(-c4ccccc4C)c3c2=O)cc1Cl	1
COc1ccccc1-n1ncc2c(C(C)C)n[nH]c(=S)c21	16
O=C(CCCS(=O)(=O)c1ccccc1)Nc1nc2c(s1)CCCC2	20

Reprinted from the results shown, 6 compounds:
structure	SSB-PriA inh
Cc1cc(NC(=O)CSc2ncnc3c2nnn3-c2cccc(Cl)c2)no1	10
Cc1[nH]c2ccccc2c1SC(=N)N	20
COc1cc(C=Nn2c(-c3ccccc3)n[nH]c2=S)ccc1O	-8
Cc1ccc(NC(=O)Cn2nc(C3CC3)c3cnn(-c4ccccc4C)c3c2=O)cc1Cl	1
COc1ccccc1-n1ncc2c(C(C)C)n[nH]c(=S)c21	16
O=C(CCCS(=O)(=O)c1ccccc1)Nc1nc2c(s1)CCCC2	20

Further entries
SMILES	SSB-PriA inh
COc1ccc(C(=O)COC(=O)c2c3c(nc4ccccc24)CCCC3)cc1OC	4&11
CSc1cccc(C(=O)Nc2nnc(-c3ccco3)o2)c1	6
c1cc(CSc2ccc(-c3ccc4c(c3)OCO4)nn2)ccn1	16
CCCCOc1ccc(S(=O)(=O)N2CCN(c3cc(-n4cccn4)nc(C)n3)CC2)cc1	-13
Cc1sc2ncnc(SCC(=O)Nc3sc(-c4ccccc4)cc3C(N)=O)c2c1C	-12
Cn1cnnc1SCCNC(=O)c1cc2n(n1)CCCO2	-7
Cc1cccnc1NC(=O)C1CCCN(c2ccc(-c3cccs3)nn2)C1 (stereo not given)	-7
Cc1nc(N2CCC(NC(=O)C(C)Oc3cccc(Cl)c3)CC2)cc(C(F)(F)F)n1 (stereo not given)	-15
COc1ccc(N2CCN(CCNS(=O)(=O)c3ccc(Cl)s3)CC2)cc1	14
O=C(c1cc2ccccc2[nH]1)N1CCSCC1	8
COc1cc(S(=O)(=O)NCCCn2ccnc2)c(OC)cc1Br	4
O=C(NCC(c1ccsc1)N1CCOCC1)C(=O)Nc1ccc2c(c1)OCCO2 (stereo not given)	-7&-5
O=C(Cc1cc(=O)[nH]c(SCc2cccc(Cl)c2)n1)NCc1cccnc1	-1
CCn1ccc(C(=O)Nc2nc(-c3ccncc3)cs2)n1	-4
CS(=O)(=O)N1CCCC(C(=O)Nc2ccc3ncsc3c2)C1 (stereo not given)	-8
CCOC(=O)c1nn(-c2ccccc2C)c(=O)cc1OCC(=O)Nc1ccc(F)c(F)c1	0
Cc1cc(F)ccc1S(=O)(=O)NCCCc1ccc(N(C)C)cc1	40
C=CCNC(=O)CSc1nnnn1-c1cccc(OC)c1	-6
COc1cc(Cl)c(C)cc1NC(=O)CSc1ncc(S(=O)(=O)c2cccs2)c(N)n1	7
O=C1c2ccccc2C(=O)N1CCCCN(C(=O)c1cccc(Cl)c1)c1ccc(F)cc1F	2
CC(Sc1nc(-c2ccccc2)cc(=O)[nH]1)c1ccccc1 (stereo not given)	10
O=C(NCc1ccc2c(c1)OCO2)C(=O)NCC1CCN(Cc2ccccc2)CC1	-3
Cc1nc(-c2cccs2)sc1CNC(=O)[C@H](C)Oc1ccccc1F	-5
CCOC(=O)Cc1csc(NC(=O)C2CC2)n1	-11
CCCc1nc2ccccc2[nH]c1=O	-2

Reformatted field by field: four of the compounds above.
SMILES: COc1cc(S(=O)(=O)NCCCn2ccnc2)c(OC)cc1Br
- SSB-PriA inh: 4

SMILES: O=C(NCC(c1ccsc1)N1CCOCC1)C(=O)Nc1ccc2c(c1)OCCO2 (stereo not given)
- SSB-PriA inh: -7&-5

SMILES: O=C(Cc1cc(=O)[nH]c(SCc2cccc(Cl)c2)n1)NCc1cccnc1
- SSB-PriA inh: -1

SMILES: CCn1ccc(C(=O)Nc2nc(-c3ccncc3)cs2)n1
- SSB-PriA inh: -4

Remaining list, next part
SMILES	SSB-PriA inh
Cc1ccsc1C=NNC(=O)Cc1cc(=O)[nH][nH]1	-4
O=C(NCC1CCN(Cc2cccs2)CC1)C(=O)Nc1ccon1	-7&-7
COc1cccc(NC(=O)NNc2nc3c(-c4ccccc4)nnn3c3ccccc23)c1	-3
CCCCC1SC(=NN=Cc2ccc(OC)cc2)N(Cc2ccc(OC)cc2)C1=O (stereo not given)	-3
CC(C)Sc1ccc(CC(=O)N2CCC(Oc3ccc(C(F)(F)F)cn3)CC2)cc1	-9
COc1ccc(C(c2c(C)[nH]c3ccccc23)c2c(C)[nH]c3ccccc23)c(OC)c1	0
COc1cccc(C(=O)N2CCC(CSC3=NCCS3)CC2)c1OC	-10
COc1ccc(CCNC(=O)C(=O)Nc2cc(C)on2)cc1OC	-5
CC(C)C(=O)N1CCC2(CC1)NC(=O)NC2=O	-1
COc1ccc(CCC(=O)NCC2CCN(C3CCCC3)CC2)cc1	-4
O=C(Nc1nc2c(s1)CN(S(=O)(=O)c1ccc3c(c1)OCCO3)CC2)c1ccco1	-6
O=C(CN1CCC(c2nnc(C(F)(F)F)o2)CC1)N1CCC(Cc2ccccc2)CC1	2
O=C(Nc1ccc(SCCCC(=O)N2CCN(c3ccccc3F)CC2)nn1)C1CC1	0
Cn1c(SCC(=O)N2CCCCC2)nc2c(-c3ccccc3)csc2c1=O	-8
COc1cc(NC(=O)COc2ccccc2[N+](=O)[O-])c(OC)cc1Cl	0
COCCCn1c(C(=O)N2CCC(C(N)=O)CC2)cc2c(=O)n(C)c(=O)n(C)c21	-16
Cn1c(SCC(=O)Nc2ccc(F)cc2F)nc2cc(-c3ccccc3)sc2c1=O	-13
O=C(CSCc1ccco1)Nc1nccs1	-12
COc1ncccc1C(=O)NC1CC2CCC(C1)N2S(C)(=O)=O (stereo not given)	-4
CCc1cccc(C)c1NC(=O)Cn1cnc2c(-c3ccccc3)csc2c1=O	2
CCSc1ccc(CC(=O)Nc2nnc(-c3cc(C)n(C)n3)o2)cc1	-5
CCn1c(SCC(=O)Nc2ccc3c(c2)OCO3)nc2sc3c(c2c1=O)CCCC3	-1
O=C(CSc1nncc(=O)[nH]1)Nc1cccc(Cl)c1Cl	1
O=C(CSc1ncccn1)NN=Cc1ccccc1[N+](=O)[O-]	-9
Cc1ccccc1-c1nc(NC(=O)CSc2nc3sc(C)c(C)c3c(=O)n2-c2ccccc2)ns1	2
Cc1ccc(C)c(S(=O)(=O)N2CCCC(c3nnc(-c4cccs4)o3)C2)c1 (stereo not given)	14
COc1ccc(NC(=O)c2ccc(S(=O)(=O)N3CCCC3)cc2)c([N+](=O)[O-])c1	-8
CCOC(=O)c1c(NC(=O)c2ccc3c(c2)OCCO3)sc2c1CCC(C)C2 (stereo not given)	-14
O=S(=O)(c1cccc2ccccc12)N(CCc1cccs1)Cc1cccnc1	-11
O=C(NCC[C@H](O)c1ccccc1)c1cccc(C(F)(F)F)c1	0
Cc1cc(C)n(-c2cc(NC(=O)CCc3c(C)noc3C)ncn2)n1	21
O=S(=O)(NCCOc1ccc2nnc(-c3cccc(F)c3)n2n1)c1ccccc1Cl	-18&-7
Cc1cc(C)c2ccc(N)nc2n1	-3
Cc1ccccc1OCc1nc2ccccc2c(=O)n1N=Cc1cccc([N+](=O)[O-])c1	4
CSc1ccccc1CN1CCC(CNC(=O)CSC2CCCC2)CC1	-3
COCC1CCN(S(=O)(=O)Cc2ccc(F)cc2)CC1	-3
O=C(CSc1nc2ccccc2o1)NN=Cc1ccc(O)c(O)c1	12
Cn1nc(CNC(=O)[C@@H]2CC=CCC2)c2ccccc2c1=O	1
COc1cccc(CC(=O)NCC2CCN(S(C)(=O)=O)CC2)c1	-21
COc1cccc(C=NNC(=O)CN(C)S(=O)(=O)c2ccccc2)c1OC	1
O=S(=O)(Nc1cccc(C(F)(F)F)c1)c1cccc2cccnc12	-21
C=CCn1c(SCC(=O)NC2CCCCC2)nc2sc(CC)cc2c1=O	0
Cn1cnnc1SCC(=O)N1CCCCC1	26
COC(=O)c1ccc(C(=O)Nc2cc(C)nn2-c2nc3ccc(F)cc3s2)cc1	-4
CN(C)c1ccc(CCCNC(=O)C(C)(C)C)cc1	-27
COc1cc(C(=O)Nc2nnc(Cc3cccs3)o2)cc(OC)c1OC	5&20
CNC(=O)CS(=O)(=O)C1CCN(S(=O)(=O)c2ccccc2C(F)(F)F)CC1	-2
O=C(COc1ccc(F)cc1F)NCCOc1ccc2nnc(-c3ccc(F)cc3)n2n1	-3&1
O=C(Nc1ccccc1F)N1CCc2nc3ccccn3c(=O)c2C1	-1
CCSc1ccc(NC(C)=O)nn1	-4
CCOC(=O)c1sc(NC(=O)C2COc3ccccc3O2)nc1-c1ccccc1 (stereo not given)	-15
